Source: PubChem (Broad Institute)
LGR2 antag: Drosophila LGR2 receptor signaling inhibition; HEK293 LGR2, CRE-luciferase, bursicon-stimulated, 4 h; inhibition, % at 9.99 µM; actives 0.35% (n = 380,000); AID 720647;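 active = drop in luminescence signal, shown as inhibition above about 50% in the replicate tests, limit read from the data, passing the limit was not always enough; inconclusive = probably only some replicates passing the limit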;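 also: agonist challenge used bursicon conditioned medium at about half maximal strength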
SIRT5 block: blocks human SIRT5 desuccinylation of peptide. Q9NXA8. AID 652115. Purified SirT5, succinyl-peptide AMC, trypsin-coupled fluorescence. actives 1.1% (n = 330,000). inhibition, % at 15 µM; in the data active = inhibition above about 15%; inconclusive = no clear call, values can overlap the other calls
Target sequence (Q9NXA8 whole entry, looked up): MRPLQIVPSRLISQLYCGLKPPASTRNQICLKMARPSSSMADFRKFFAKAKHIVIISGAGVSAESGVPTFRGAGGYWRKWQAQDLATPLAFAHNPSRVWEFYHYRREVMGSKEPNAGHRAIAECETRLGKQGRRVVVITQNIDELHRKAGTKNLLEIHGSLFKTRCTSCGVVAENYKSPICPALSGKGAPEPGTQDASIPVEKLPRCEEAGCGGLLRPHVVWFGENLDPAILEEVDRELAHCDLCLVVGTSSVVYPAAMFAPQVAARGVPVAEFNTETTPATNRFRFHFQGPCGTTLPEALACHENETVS
ARNT TACC3 PPI: disrupts binding between human ARNT and TACC3; AID 623870; actives 0.66% (n = 390,000); inhibition, % at 9.99 µM; AlphaScreen His-ARNT PAS-B/GST-TACC3 binding, luminescence; TACC3 fragment carries E629A point mutation;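 active = mean inhibition of replicates at least 50% and at least half of replicates each reaching 50%; inconclusive = half or more replicates reach 50% but mean below 50%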;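 also: 0% = complete ARNT plus TACC3 wells and 100% = ARNT alone without TACC3; many hits fall short of the cut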
DENV2 CPE rescue: inhibitors of DENV2 cytopathic effect | DENV2-infected cells, cytopathic effect rescue, plate reader | CPE inhibition, % at 9.99 µM | actives 1.7% (n = 350,000) | AID 651640; in the data active = CPE inhibition above about 20%, passing the limit was not always enough; inconclusive = no clear call, values can overlap the other calls; tested in BHK-21 cells;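 also: 0% = median of neutral control wells and 100% = median of positive control wells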
Casp6 inh: blocks human caspase-6 cleavage activity. actives 0.53% (n = 350,000). inhibition, % at 12.5 µM. P55212. purified caspase-6, Z-VEID-R110 cleavage fluorescence;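 active = mean inhibition across replicates at least about 35%, with every replicate also reaching that limit, limit read from the data; inconclusive = only one of the two criteria met; inactive = neither criterion met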;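 also: 0% = median of neutral control wells and 100% = no fluorescence left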
Target sequence (P55212 24-179 limits assumed): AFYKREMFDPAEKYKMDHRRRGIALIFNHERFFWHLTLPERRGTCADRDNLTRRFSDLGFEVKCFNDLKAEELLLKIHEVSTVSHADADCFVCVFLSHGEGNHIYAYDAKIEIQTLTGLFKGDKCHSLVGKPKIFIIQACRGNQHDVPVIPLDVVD
Target sequence (P55212 194-293 limits assumed): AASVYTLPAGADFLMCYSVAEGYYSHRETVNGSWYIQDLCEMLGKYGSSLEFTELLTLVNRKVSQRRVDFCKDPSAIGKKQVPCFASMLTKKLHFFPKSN
PAX8 reporter: inhibitors of PAX8 transcriptional activity in RMG-I cells; inhibition, % at 12.6 µM; AID 652154; actives 1.2% (n = 360,000); RMG-I TPO-luciferase reporter, SteadyGlo, 24 h;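 active = mean replicate inhibition at least 60% with every replicate also reaching 60%; inconclusive = only one of the two criteria is met; inactive = mean below 60% and not all replicates reaching 60%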;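 also: luciferase light reporting Pax8 driven TPO promoter activity; plate controls were median of neutral control wells for no effect and mitoxantrone controls for full effect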
EWS-Fli inh: EWS/Fli transcriptional activity inhibition | A673 NR0B1-luciferase reporter, viability-normalised | inhibition, % at 12.6 µM | actives 0.67% (n = 350,000) | AID 651661;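 active = mean inhibition of at least 50% after viability correction, with every replicate also passing that limit; inconclusive = mean reaches 50% but only one of two replicates passes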;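 also: firefly luciferase signal divided by Alamar Blue viability fluorescence both relative to DMSO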
The depositor's hits bear a star; ? = inconclusive; / = no result given.

SMILES	LGR2 antag	SIRT5 block	ARNT TACC3 PPI	DENV2 CPE rescue	Casp6 inh	PAX8 reporter	EWS-Fli inh
COCCNC(=O)C[C@H]1CC[C@H]2[C@H](COc3ccc(NS(=O)(=O)c4ccc(Cl)cc4)cc3C(=O)N2C)O1	-2	3	-5	-12	1	4	3
O=C1CC(c2ccco2)CC(O)=C1C=Nc1cc(Cl)ccc1Cl (stereo not given)	18	/	1	/	/	5	/
COc1ccccc1-c1nnc(NC(=O)CSc2nncn2C)s1	24	-2	-2	-6	5	-57	-8
N#C[C@H]1[C@@H](c2ccccc2)[C@H](CO)N1C(=O)c1ccccc1F	10	-3	-4	19	1	-8	-5
NC(=O)CC(NC(=O)Cc1ccc(Cl)cc1)c1ccc(NC2CC3CCC2C3)c([N+](=O)[O-])c1 (stereo not given)	/	-2	-2	8	4	18	4
O=C(Nc1nccs1)c1nc[nH]c1C(=O)NCc1ccccc1	-6	/	29	-5	-4	7	7
COc1ccc([C@H]2C[C@@H](O)[C@H](n3cc(C4CC4)nn3)CN2C(=O)c2cccs2)cc1	1	-1	/	2	3	-8	4
Cc1ccc(NC(=O)NC(=O)CN2C(=O)NC3(CCCCCCC3)C2=O)c(C)c1	-23	-2	-7	7	2	/	2
Cc1sc2ncnc(N/N=C/c3ccccc3O)c2c1C	-1	/	54*	/	/	5	/
O=C(Cn1nc(-c2cccc(Cl)c2)ccc1=O)Nc1ccc(C(=O)NC2CC2)cc1	-68	-1	1	/	-5	-53	-1

A draw from above in order of length of the SMILES, rising.
SMILES	LGR2 antag	SIRT5 block	ARNT TACC3 PPI	DENV2 CPE rescue	Casp6 inh	PAX8 reporter	EWS-Fli inh
Cc1sc2ncnc(N/N=C/c3ccccc3O)c2c1C	-1	/	54*	/	/	5	/
O=C(Nc1nccs1)c1nc[nH]c1C(=O)NCc1ccccc1	-6	/	29	-5	-4	7	7
COCCNC(=O)C[C@H]1CC[C@H]2[C@H](COc3ccc(NS(=O)(=O)c4ccc(Cl)cc4)cc3C(=O)N2C)O1	-2	3	-5	-12	1	4	3

Carrying on:
SMILES	LGR2 antag	SIRT5 block	ARNT TACC3 PPI	DENV2 CPE rescue	Casp6 inh	PAX8 reporter	EWS-Fli inh
COC(=O)C1=C(C)N(Cc2ccc(C(F)(F)F)cc2)C(=NCc2ccc(C(F)(F)F)cc2)NC1c1cccc(Cl)c1 (stereo not given)	6	1	/	-8	5	26	55*
Cc1cc(C(=O)N(Cc2nnc(-c3ccc(Cl)cc3)o2)C(C)C)c2ccccc2n1	-3	0	29	-3	3	26	2
O=C(Nc1ccc(Cl)cn1)C1CCN(c2ncnc3c2nc2n3CCCCC2)CC1	11	2	4	-2	8	18	/
O=C(Nc1nnc(C2=COCCO2)o1)C1CCCCC1	9	-3	50*	/	4	-17	1
C[C@@H]1CN([C@H](C)CO)C(=O)c2cc(NC(=O)C3CCCCC3)ccc2O[C@@H]1CN(C)S(=O)(=O)c1ccc(Cl)cc1	/	6	4	10	-1	-10	4
O=c1c(Cc2ccc(F)cc2)c(O)ccn1CC1CCCO1 (stereo not given)	2	-2	21	-2	-1	17	8
Cc1ccc(CNC(=O)CN(C(=O)C2(C)CC(=O)N=C3C=CC=CN32)c2ccccc2)cc1 (stereo not given)	12	-19	0	1	1	-8	-12
CCCCCC(=O)NC(CC(=O)OC)c1ccc2c(c1)OCO2 (stereo not given)	-5	-4	1	-2	12	10	4
COc1ccc2c3c(n(C)c2c1)[C@H](CO)N(C(=O)C1CC1)CC31CN(Cc2cccc(F)c2)C1	15	0	/	7	1	37	4
O=C(C[C@@H]1C=C[C@@H](NC(=O)CN2CCOCC2)[C@H](CO)O1)NC1CCC1	8	-1	-6	12	-1	10	-3

Reprinted at random: 5 entries already listed
SMILES	LGR2 antag	SIRT5 block	ARNT TACC3 PPI	DENV2 CPE rescue	Casp6 inh	PAX8 reporter	EWS-Fli inh
Cc1ccc(CNC(=O)CN(C(=O)C2(C)CC(=O)N=C3C=CC=CN32)c2ccccc2)cc1 (stereo not given)	12	-19	0	1	1	-8	-12
O=C(Nc1nnc(C2=COCCO2)o1)C1CCCCC1	9	-3	50*	/	4	-17	1
COc1ccc2c3c(n(C)c2c1)[C@H](CO)N(C(=O)C1CC1)CC31CN(Cc2cccc(F)c2)C1	15	0	/	7	1	37	4
C[C@@H]1CN([C@H](C)CO)C(=O)c2cc(NC(=O)C3CCCCC3)ccc2O[C@@H]1CN(C)S(=O)(=O)c1ccc(Cl)cc1	/	6	4	10	-1	-10	4
O=C(Nc1ccc(Cl)cn1)C1CCN(c2ncnc3c2nc2n3CCCCC2)CC1	11	2	4	-2	8	18	/

(cont.)
SMILES	LGR2 antag	SIRT5 block	ARNT TACC3 PPI	DENV2 CPE rescue	Casp6 inh	PAX8 reporter	EWS-Fli inh
c1ccc(-c2noc(-c3ccc4c(c3)OCO4)n2)cc1	23	-7	3	-5	-1	-140	?
CNc1nc(-c2ccc(S(=O)(=O)N3CCCCC3)cc2)cs1	-23	11	-7	?	27	-4	-13
CCCN1C[C@H](C)[C@@H](OC)CN(C)C(=O)c2cc(NS(=O)(=O)CC)ccc2OC[C@H]1C	-6	-1	0	9	-1	/	-4
CC(C)C(=O)Nc1nnc(Cc2ccccc2)s1	-6	-1	14	-5	4	/	2
CC(C)C#Cc1cnc2c(c1)C(=O)N([C@H](C)CO)C[C@H](C)[C@H](CN(C)Cc1cncnc1)O2	-10	-3	-2	19	-3	-15	17
O=C(CN(c1ccc([N+](=O)[O-])cc1)S(=O)(=O)c1ccccc1)N1CCCCC1	7	0	17	-1	17	-3	1
Cc1ccnc(NC2(C(F)(F)F)N=C3SCCN3C2=O)c1 (stereo not given)	-1	/	-8	-9	0	-3	9
Cc1cc(Cl)n2ncc(-c3ccccc3)c2n1	-86	-1	-29	-7	-1	-27	16
COc1ccc(N2CCN(C(=O)c3cc4ccccc4o3)CC2)cc1	4	-3	0	-5	-4	-8	-2
C[C@@H]1CN([C@H](C)CO)C(=O)c2cc(NS(=O)(=O)c3ccc(Cl)cc3)ccc2O[C@@H](C)CCCCO[C@H]1CN(C)C(=O)Nc1ccccc1	4	13	6	-13	8	41	-2
Cn1c(N)c(C#N)c(-c2ccccc2)c(C#N)c1=O	-9	3	-3	1	-4	-4	2
O=C(c1cn(-c2ccccc2)nc1-c1cccnc1)N1CCN(S(=O)(=O)c2ccccc2F)CC1	17	-1	-1	-8	0	3	1
O=C1[C@H]2[C@@H](c3ccccc3)N[C@]3(CCCN(Cc4ccccc4)C3=O)[C@H]2C(=O)N1Cc1ccccc1	-2	6	/	-8	7	4	5
C[C@@H]1CN([C@@H](C)CO)C(=O)c2cc(NC(=O)Nc3ccc(F)cc3)ccc2O[C@@H](C)CCCCO[C@@H]1CN(C)C(=O)C1CCCCC1	-3	7	-6	-2	2	13	3
Nc1[nH]c(C(=O)c2ccccc2)c(-c2c(F)cccc2F)c1C(=O)c1ccc(Cl)c(Cl)c1	3	-3	/	-11	-3	13	5
O=C(CSc1ccc(-c2ccc(F)cc2)nn1)N1CCN(c2ccccc2)CC1	-11	/	2	/	/	30	/
CCC1(C)Cc2ccccc2-c2nc(NCCCO)n(C)c(=O)c21 (stereo not given)	/	-29	1	-3	-2	-2	2
CC(C)NC(=O)N(C)C[C@@H]1Oc2cc(-c3cncnc3)ccc2S(=O)(=O)N([C@H](C)CO)C[C@@H]1C	-8	-10	-6	20	1	/	-20
O=C(N[C@@H]1CC[C@@H](CCNC(=O)C2CC2)O[C@@H]1CO)c1ccncc1	-5	6	7	6	-1	/	-7
COc1ccc(C(=O)NCC(=O)N/N=C/c2cccc(OC(=O)c3ccco3)c2)cc1OC	-5	-3	-7	3	2	3	10
Cc1ccc2[nH]c3nc(SCC#N)nnc3c2c1	4	-6	-8	0	1	14	-2
O=C(N/C(=C\c1ccccc1)C(=O)N1CCCCCC1)c1ccccc1	/	1	-1	2	0	6	5
COc1ccc(NC(=O)c2sc3ncn(CC(=O)N4CCN(c5ccccn5)CC4)c(=O)c3c2C)cc1OC	-1	-7	-4	17	/	-19	-2
COc1ccc(N2CCN(C(=O)CN(c3cccc(OC)c3)S(=O)(=O)c3ccccc3)CC2)cc1	-5	3	6	0	-5	18	2
Cc1ccnc(NC(=O)CCC(=O)N(CC(=O)NCc2ccc(F)cc2)c2cccc(F)c2)c1	-13	3	-1	-3	-3	3	4
CCNc1nc2c(c(=O)[nH]c(=O)n2C)n1CC(C)C	-4	0	6	-5	1	-13	4
CC(C)(C)[C@H](N)C(=O)N[C@H]1CCC2C3CC=C4C[C@@H](O)CC[C@]4(C)C3CC[C@@]21C (stereo not given in full)	65*	0	-7	5	-4	95*	56*
CCC(=O)N1CC2(C1)CN(C(=O)Nc1ccccc1F)[C@@H](CO)c1c2c2ccc(OC)cc2n1C	-8	1	/	9	1	/	-4
Cc1cc(C)nc(OC(C(=O)O)C(OCCc2ccccc2)(c2ccc(F)cc2)c2ccc(F)cc2)n1 (stereo not given)	-2	3	-7	7	3	28	23
Cc1nc(NC(=O)c2cccc(-c3cc4ccccc4oc3=O)c2)ccc1Br	-13	/	-6	/	/	-7	/
Cc1ccccc1C(=O)Oc1cc(N)n(S(=O)(=O)c2ccccc2)n1	3	-7	1	-7	11	12	-30
CCC(=O)N1CC(=O)N2[C@H](CO)[C@@H](c3ccc(-c4ccc(C(=O)N(C)C)cc4)cc3)[C@H]2C1	-15	-3	/	14	-2	1	-3
COc1ccc(-c2ccc3c(c2)O[C@H](CN(C)C(=O)c2ccccc2F)[C@H](C)CN([C@H](C)CO)S3(=O)=O)cc1	1	7	10	-3	1	5	25
N#Cc1c(Nc2ccccc2)c(/C=N/N=C/c2ccccc2)c[nH]c1=O	-5	/	2	/	/	-10	/
COc1ccc(CNC(=O)C(=O)c2cn(CC(=O)N3CCOCC3)c3ccccc23)cc1	-19	4	11	5	0	-3	/
CC(C)CC#Cc1cnc2c(c1)C(=O)N([C@H](C)CO)C[C@@H](C)[C@H](CN(C)Cc1ccc3c(c1)OCO3)O2	10	5	2	-2	0	/	15
COc1cccc(NC(=O)C[C@@H]2CC[C@H]3[C@H](COc4ccc(NC(=O)C5CCOCC5)cc4C(=O)N3C)O2)c1	-11	/	/	/	/	-5	-1
O=C(Nc1ccc(F)cc1)N[C@@H]1CC[C@H](CCNC(=O)c2cc(Cl)cc(Cl)c2)O[C@H]1CO	-23	-1	-1	3	2	5	2
OCC1CCN(Cc2cn(Cc3ccccc3)nc2-c2cc3ccccc3o2)CC1	/	-1	7	?	-2	0	-1
O=C(NCCCNC(=O)c1ccccc1Br)c1ccccc1Br	0	0	-4	19	1	-16	2
O=C(COC(=O)c1cc(Br)ccc1Cl)NC1CC1	/	-2	-5	5	3	1	-1
O=C1Cc2cc(S(=O)(=O)Nc3cccc(F)c3)ccc2N1	-14	2	-5	-1	8	-4	0
